STEP inh: STEP phosphatase inhibitors, primary screen, biochemical, fluorescence intensity, uHTS. inhibition, % at 20 µM. recombinant STEP, OMFP fluorogenic substrate. Tyrosine-protein phosphatase non-receptor type 5 (Homo sapiens), P54829. 360,000 compounds, 0.25% hits;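 active = inhibition at 20 µM, scaled per plate between control wells, above about 37%, limit read from the data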;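 note: 0% = DMSO with enzyme and substrate and 100% = substrate only without enzyme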
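Assay system: isolated STEP enzyme. Buffer or medium: pH 6.0 Bis-Tris with DTT and Tween 20. Also added: fluorogenic phosphatase substrate OMFP at 25 µM final. Dosing: 20 µM, 1% DMSO. Timing: 20 min reaction, room temperature, in the dark. Measured by: fluorescence intensity, excitation 480 nm, emission 540 nm. Evaluation: normalized % inhibition.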
Neddyl block: inhibitors of cullin neddylation, primary screen, biochemical, TR-FRET, uHTS, NAE and Ubc12; NEDD8-conjugating enzyme Ubc12 (Homo sapiens) + NEDD8-activating enzyme E1 regulatory …; calls only at 25 µM; 360,000 compounds, 0.58% hits; in the data active = inhibition above about 36%
Scp1 inh: Scp-1 phosphatase inhibitors, primary screen, biochemical, colorimetric, uHTS; AID 493091, 2011; Carboxy-terminal domain RNA polymerase II polypeptide A small phosphatase 1 (Homo …; inhibition, % at 20 µM; 340,000 compounds, 0.88% hits; Recombinant Scp1, phosphopeptide, malachite green phosphate absorbance;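 active = inhibition above about 50% at 20 µM, limit read from the data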;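 note: plate controls were DMSO wells with enzyme for no effect and wells lacking enzyme for full effect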
Target sequence (Q9GZU7 76-261 limits assumed): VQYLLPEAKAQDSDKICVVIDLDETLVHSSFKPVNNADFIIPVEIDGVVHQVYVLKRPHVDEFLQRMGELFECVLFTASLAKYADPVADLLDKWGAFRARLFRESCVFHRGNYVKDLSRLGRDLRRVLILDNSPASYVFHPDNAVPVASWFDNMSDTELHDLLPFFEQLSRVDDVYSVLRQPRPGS
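System: SCP-1 catalytic domain; Reagent: Phospho 17-mer peptide substrate; Doses: one concentration, 20 µM, with 1.0% DMSO; Incubation: 45 min room-temperature reaction, 5 min colour, 30 min stabiliser; Signal: Phosphate-binding colour reagent, absorbance read at 630 nm.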
CendR NRP1 mod: modulators of CendR peptide binding to NRP-1, primary screen, biochemical, fluorescence polarization, uHTS. Neuropilin-1 (Homo sapiens), O14786. FAM-RPARPAR peptide binding to NRP-1. inhibition, % at 25 µM. 360,000 compounds, 0.85% hits. AID 602438, 2012;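 active = inhibition or corrected inhibition above about 18%, plus a signal ratio from 0.5 to 1.5, limit read from the data, passing the limit was not always enough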; note: strong numbers were not always called active
Target sequence (O14786 whole entry, looked up): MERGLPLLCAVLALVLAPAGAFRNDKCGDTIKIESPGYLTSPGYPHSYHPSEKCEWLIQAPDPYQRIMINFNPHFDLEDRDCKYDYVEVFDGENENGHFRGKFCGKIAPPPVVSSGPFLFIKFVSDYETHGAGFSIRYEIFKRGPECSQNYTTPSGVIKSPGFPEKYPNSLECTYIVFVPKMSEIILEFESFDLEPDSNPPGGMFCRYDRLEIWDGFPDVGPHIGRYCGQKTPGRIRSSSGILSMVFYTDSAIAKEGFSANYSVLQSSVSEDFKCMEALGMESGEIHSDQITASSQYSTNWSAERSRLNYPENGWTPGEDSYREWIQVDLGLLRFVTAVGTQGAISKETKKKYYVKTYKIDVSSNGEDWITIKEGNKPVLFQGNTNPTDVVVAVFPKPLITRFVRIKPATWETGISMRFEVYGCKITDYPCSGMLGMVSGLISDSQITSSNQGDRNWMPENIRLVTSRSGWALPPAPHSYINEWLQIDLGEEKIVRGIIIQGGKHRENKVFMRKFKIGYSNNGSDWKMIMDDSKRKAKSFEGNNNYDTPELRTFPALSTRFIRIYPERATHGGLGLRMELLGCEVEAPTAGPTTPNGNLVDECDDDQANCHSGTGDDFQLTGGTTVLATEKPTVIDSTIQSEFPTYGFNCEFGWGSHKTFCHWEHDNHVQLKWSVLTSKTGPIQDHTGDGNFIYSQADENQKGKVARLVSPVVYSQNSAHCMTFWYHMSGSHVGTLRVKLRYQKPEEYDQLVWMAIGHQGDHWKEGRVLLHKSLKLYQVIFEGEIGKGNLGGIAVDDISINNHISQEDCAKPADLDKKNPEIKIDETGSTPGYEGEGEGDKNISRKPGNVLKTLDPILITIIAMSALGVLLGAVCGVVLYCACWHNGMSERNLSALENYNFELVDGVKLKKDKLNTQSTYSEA
TbMetRS inhib: T. brucei MetRS inhibitors, primary screen, biochemical, luminescence; purified T. brucei MetRS, ATP depletion, Kinase-Glo luminescence; inhibition, % at 11.9 µM; 360,000 compounds, 0.4% hits;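 active = inhibition above a per-plate cutoff of the control wells' mean inhibition plus 3 SD, cut at about 5.5% in these data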;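 note: 0% = DMSO wells median and 100% = median of wells with control inhibitor compound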
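Test system: purified T. brucei MetRS enzyme. Also added: ATP, methionine and E. coli bulk tRNA substrates. Compound: 11.9 µM single point. Schedule: 15 min enzyme-compound preincubation, 2 h reaction, 10 min detection, 25 °C. Signal: luciferase luminescence of residual ATP, Kinase-Glo. Evaluation: percent inhibition versus plate control medians. Controls: DMSO wells, low control.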
NadD block: inhibitors of S. aureus NadD, primary screen, biochemical, colorimetric, uHTS | Nicotinate-nucleotide adenylyltransferase NadD (Staphylococcus aureus N315) | purified NadD enzyme, colorimetric absorbance read-out | inhibition, % at 20 µM | 360,000 compounds, 0.78% hits | AID 602399, 2012; in the data active = inhibition above about 26%; note: some compounds past the cut are filed as inactive
SKN-1 inh: suppressors of acrylamide-induced Pgst-4::GFP reporter in worms, primary screen, SKN-1 inhibitor project, whole organism, uHTS, GFP/RFP fluorescence ratio, strain VP596; C. elegans VP596 Pgst-4::GFP/RFP ratio, 24 h; inhibition, % at 21.8 µM; 360,000 compounds, 0.49% hits; AID 624304, 2012;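 active = interference check ratio from 0.5 to 1.5 plus GFP to RFP signal ratio inhibition reaching or exceeding a fixed threshold, cut at about 30% in these data, passing the limit was not always enough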; note: some compounds called inactive have numbers as strong as hits
DNMT1 block: human DNMT1 methyltransferase inhibitors, primary screen, biochemical, molecular beacon, fluorescence, HinP1I cleavage, uHTS; DNA (cytosine-5)-methyltransferase 1 (Homo sapiens), P26358; inhibition (reported as % activation of signal), % at 10 µM; 360,000 compounds, 0.83% hits; AID 588458, 2011; in the data active = inhibition above about 50%
SUMO1 PPI mod: modulators of SUMO1 protein-protein interactions, primary screen, biochemical, uHTS; inhibition, % at 20 µM; AID 602429, 2012; SUMO1 binding to a labelled peptide, TR-FRET, 1 h; Small ubiquitin-related modifier 1 (Homo sapiens), P63165; 360,000 compounds, 0.33% hits; in the data active = inhibition above about 37%
LMPTP inh: LMPTP phosphatase inhibitors, primary screen, biochemical, fluorescence intensity, uHTS | recombinant LMPTP-A, OMFP fluorogenic substrate | inhibition, % at 20 µM | 360,000 compounds, 0.22% hits | AID 651560, 2012;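 active = compounds that cut the enzyme signal by at least half of the control window in the single-dose screen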;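 note: plate controls were DMSO wells with enzyme plus substrate for no effect and substrate without enzyme for full effect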
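Assay system: LMPTP-A phosphatase enzyme | Input: 0.625 nM enzyme | Also added: Fluorogenic phosphatase substrate OMFP at 400 µM final | Compound dosing: One test concentration per compound, 20 µM, with 3% DMSO overall | Schedule: 50 min enzyme reaction at room temperature, protected from light | Signal: Fluorescence intensity | Benchmarks: no-enzyme and uninhibited controls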
The depositor's hits bear a star; i = inactive; x = no result given.

item	smiles	STEP inh	Neddyl block	Scp1 inh	CendR NRP1 mod	TbMetRS inhib	NadD block	SKN-1 inh	DNMT1 block	SUMO1 PPI mod	LMPTP inh
1	Cc1nn(-c2ccccc2)c(Cl)c1C(=O)N1CCN(C)CC1	-1	i	-6	8	-1.0	-5	-11	-1	-2	-1.4
2	COC(=O)c1c(SCC(=O)NC2CCCCC2)[nH]c2ccccc2c1=O	-2	i	22	-64	1.0	-4	24	40	20	-1.0
3	CCn1c(C)cc(/C=C2/NC(=O)N(Cc3ccccc3F)C2=O)c1C	-2	i	-10	-17	-0.3	25	14	-22	-10	0.1
4	Cc1noc(C)c1CSCC(=O)Nc1nc2c(F)cc(F)cc2s1	6	i	44	-62	-0.6	2	-5	37	6	9.2
5	NC1(C(=O)O)CSSC1	14	i	-5	6	0.1	2	-10	9	0	0.3
6	CC1CCCC(C)N1C(=S)SCC(=O)O (stereo unspecified)	0	i	-6	0	-0.3	-1	-4	2	-1	-1.1
7	Cc1ccc(S(=O)(=O)Nc2nonc2C)cc1	-4	i	-18	2	-0.5	6	8	-4	5	-0.9
8	CC(c1ccc(F)cc1)n1cc(S(=O)(=O)N2CCCC2)ccc1=O (stereo unspecified)	2	i	-2	-8	-0.3	-5	3	2	1	-1.0
9	CN1CCN(S(=O)(=O)c2ccc3c(c2)NC(=O)C2CCCN32)CC1 (stereo unspecified)	0	i	2	-20	0.1	1	-1	-8	2	0.5
10	CC(CO)NCC12CC3CC(CC(C3)C1)C2 (stereo unspecified)	-2	i	-6	-1	0.0	-8	4	-2	3	-1.0
11	Cc1sc2nc(CSc3n[nH]c(N)n3)[nH]c(=O)c2c1C	8	i	-1	2	-0.5	-2	-5	-2	-2	-1.1
12	COc1cc(C(O)c2nc(/C=C/c3ccccc3)cs2)ccc1F (stereo unspecified)	0	i	x	-3	0.1	-6	-7	7	-13	2.1
13	CC1CCC2(CC1)NC(=O)N(CC(=O)Nc1cccc(S(=O)(=O)N3CCCC3)c1)C2=O (stereo unspecified)	0	i	-5	-11	0.4	2	0	-5	-6	-0.1
14	CCS(=O)(=O)N1CCCC(C(=O)N2CCc3ccccc3C2)C1 (stereo unspecified)	-1	i	3	6	-0.4	-4	-4	-12	8	-1.2
15	COC(=O)C(O)(CC(=O)Nc1cccc(SC)c1)C(F)(F)F (stereo unspecified)	-1	i	-3	0	0.0	-1	-1	2	4	0.1
16	Cc1cc(C(=O)OCC(=O)N2CC(=O)Nc3ccccc32)c(C)n1-c1ccc(F)cc1	-2	i	-2	-7	0.8	3	7	-3	2	0.3
17	NCCCC[C@@H](C(=O)NCCCCCCCCCCC(=O)N1CCNCC1)n1cc(CCO)nn1	-1	i	-3	6	-0.4	-6	-10	0	-19	-6.0
18	CC1(C(=O)NS(=O)(=O)c2cccc(Cl)c2)CCN1C(=O)C1CCCCC1 (stereo unspecified)	-3	i	x	6	-0.1	0	7	-1	8	-0.6
19	Cc1ccccc1OCC(=O)Nc1sc(C(=O)Nc2cccc(C)c2C)c(C)c1C#N	0	i	-4	-6	-0.8	9	-10	32	0	-1.6
20	COc1ccc(NC(=O)CCNS(=O)(=O)c2cc(Br)cnc2N)c(OC)c1	-3	i	-3	2	-0.5	8	6	-3	-3	-0.5
21	O=C(CCCCCN1C(=O)c2ccccc2C1=O)Nc1ccccc1	-3	i	-3	-6	-0.7	3	5	0	-5	-0.2
22	CCCCN(CC)Cc1ccc(CNC(=O)Nc2ccc(Cl)cc2)o1	1	i	-5	7	1.2	-7	11	1	-2	0.3
23	Cn1cc(CN2CCC(O)CC2)c(-c2ccc(Oc3ccccc3)cc2)n1	-1	i	-3	-7	-0.9	-4	2	0	-3	-1.8
24	N#CCOC(=O)C1c2ccccc2Oc2ccccc21	1	i	-4	8	-0.5	-2	19	0	-1	1.6
25	O=C1CC(c2ccco2)CC2=C1C1c3ccccc3C(=O)N1c1ccccc1N2 (stereo unspecified)	1	i	-10	-12	0.3	3	4	-7	3	1.1
26	Cc1cc(C)n(C(=O)/C=C/c2cccs2)n1	3	i	-13	11	0.0	-4	16	7	-13	0.5
27	CC(NC(=O)COC(=O)C1CCN(c2ccc(C(F)(F)F)cn2)CC1)c1ccccc1 (stereo unspecified)	1	i	x	-17	-0.2	-3	6	14	2	1.3
28	COc1cccc(CN(C(=O)c2ccccc2)C2CCS(=O)(=O)C2)c1 (stereo unspecified)	0	i	1	5	-0.3	6	5	0	-1	1.3
29	O=C1CC(c2ccccc2)Cc2nc(NCc3ccco3)ncc21 (stereo unspecified)	3	i	-4	-7	-0.6	-3	-2	-2	-3	-0.5
30	CN(C(=O)Cn1cnc2ccccc2c1=O)C1CCS(=O)(=O)C1 (stereo unspecified)	4	i	4	4	-0.1	-3	12	0	2	0.1

Entries of single compounds as entered above. Values in the order: STEP inh	Neddyl block	Scp1 inh	CendR NRP1 mod	TbMetRS inhib	NadD block	SKN-1 inh	DNMT1 block	SUMO1 PPI mod	LMPTP inh
CC(c1ccc(F)cc1)n1cc(S(=O)(=O)N2CCCC2)ccc1=O (stereo unspecified) as listed: 2	i	-2	-8	-0.3	-5	3	2	1	-1.0
Cc1noc(C)c1CSCC(=O)Nc1nc2c(F)cc(F)cc2s1 as listed: 6	i	44	-62	-0.6	2	-5	37	6	9.2
CCS(=O)(=O)N1CCCC(C(=O)N2CCc3ccccc3C2)C1 (stereo unspecified) as listed: -1	i	3	6	-0.4	-4	-4	-12	8	-1.2

Looked up one by one from above (two):
item	smiles	STEP inh	Neddyl block	Scp1 inh	CendR NRP1 mod	TbMetRS inhib	NadD block	SKN-1 inh	DNMT1 block	SUMO1 PPI mod	LMPTP inh
2	COC(=O)c1c(SCC(=O)NC2CCCCC2)[nH]c2ccccc2c1=O	-2	i	22	-64	1.0	-4	24	40	20	-1.0
1	Cc1nn(-c2ccccc2)c(Cl)c1C(=O)N1CCN(C)CC1	-1	i	-6	8	-1.0	-5	-11	-1	-2	-1.4

Next structures follow:
item	smiles	STEP inh	Neddyl block	Scp1 inh	CendR NRP1 mod	TbMetRS inhib	NadD block	SKN-1 inh	DNMT1 block	SUMO1 PPI mod	LMPTP inh
31	CCCCCCCCCCCCC(=O)CCCCC(=O)O	3	i	1	5	-1.5	5	3	9	14	8.1
32	CC1CN(C(=S)Nc2ccc(Br)cc2)CC(C)O1 (stereo unspecified)	5	i	-2	16	0.1	1	-7	4	8	2.2
33	CCN(CC)S(=O)(=O)c1cc(NC(=O)CSc2nnc(N)s2)ccc1C	-1	i	-12	4	-0.5	-1	0	-2	0	-1.1
34	O=C(NCCCN1CCOCC1)[C@@H]1CSC2c3ccccc3C(=O)N21 (stereo partly specified)	-1	i	-9	-6	-1.6	1	-16	-4	3	-2.2
35	O=C(NCC(c1cccnc1)N1CCOCC1)c1ccc2c(c1)OCO2 (stereo unspecified)	-2	i	-5	8	-0.8	-1	15	1	2	0.7
36	CCOC(=O)C1CCCN(C(=O)c2oc3ccccc3c2C)CC1 (stereo unspecified)	-2	i	x	14	-0.1	-1	2	0	3	0.4
37	C/C(=N\NC(=O)Cc1ccc(Cl)cc1)c1ccc(F)cc1	2	i	1	2	-0.9	-7	6	-6	0	-0.5
38	CCN(CC)C(=O)Cn1cc(S(=O)(=O)CC(=O)N2CCOCC2)c2ccccc21	-3	i	-7	11	0.1	-2	-7	1	6	0.6
39	O=C(COc1ccc(Br)cc1Cl)Nn1cnnc1	1	i	-7	-53	-0.3	7	-1	1	2	-1.9
40	CC(=C/c1ccccc1)/C=N/NC(=O)c1ccccn1	1	i	-4	6	-0.7	-2	24	-2	-19	-0.7
41	CCOc1ccc(OCC)c(NC(=O)C2C3C=CC(O3)C2C(=O)O)c1 (stereo unspecified)	-4	i	x	-2	-0.2	-3	5	9	-2	-2.6
42	Cc1csc2ncc(C(=O)N3c4ccccc4CC3C)c(=O)n12 (stereo unspecified)	-1	i	-3	2	0.5	-1	0	0	3	-2.6
43	Nc1ccc(C(=O)N2N=C(c3ccc(F)cc3)CC2(O)C(F)(F)F)cc1 (stereo unspecified)	0	i	-7	-5	0.1	-5	-28	1	-3	-1.0
44	COC(=O)C1=C(C)N(Cc2ccccc2)C(=NCc2cccc(C(F)(F)F)c2)N[C@H]1c1cccc(C(F)(F)F)c1	5	i	7	-3	-0.2	11	3	-5	-29	-0.9
45	CC(C)CC1NC(=S)N(C2CCCCC2)C1=O (stereo unspecified)	-1	i	-9	-3	-1.8	6	22	22	1	0.6
46	COc1ccc(Cc2nc(N)nc(N)n2)cc1	-2	i	-13	16	-0.6	-1	8	1	1	-0.3
47	COCCCNC(=S)N/N=C/c1ccc(OC)c(Br)c1	-2	i	-7	3	-0.2	-8	7	1	-8	-0.8
48	CC(/C=C/c1ccccc1F)=N\NC(=O)c1cccc(F)c1	2	i	-6	12	-0.9	5	1	-5	-13	0.3
49	O=c1oc(/C=C/c2ccco2)nc2sc3c(c12)CCC3	2	i	11	-25	-1.2	11	14	108*	10	3.2

Three compounds from above, arranged by the value under SKN-1 inh, descending:
entry | canonical_smiles | Neddyl block | Scp1 inh | CendR NRP1 mod | TbMetRS inhib | NadD block | SKN-1 inh | DNMT1 block | SUMO1 PPI mod | LMPTP inh
37 | C/C(=N\NC(=O)Cc1ccc(Cl)cc1)c1ccc(F)cc1 | i | 1 | 2 | -0.9 | -7 | 6 | -6 | 0 | -0.5
42 | Cc1csc2ncc(C(=O)N3c4ccccc4CC3C)c(=O)n12 (stereo unspecified) | i | -3 | 2 | 0.5 | -1 | 0 | 0 | 3 | -2.6
15 | COC(=O)C(O)(CC(=O)Nc1cccc(SC)c1)C(F)(F)F (stereo unspecified) | i | -3 | 0 | 0.0 | -1 | -1 | 2 | 4 | 0.1

DNMT1 block: what is marked active above.
| item | compound | Neddyl block | Scp1 inh | CendR NRP1 mod | TbMetRS inhib | NadD block | SKN-1 inh | DNMT1 block | SUMO1 PPI mod | LMPTP inh |
| --- | --- | --- | --- | --- | --- | --- | --- | --- | --- | --- |
| 49 | O=c1oc(/C=C/c2ccco2)nc2sc3c(c12)CCC3 | i | 11 | -25 | -1.2 | 11 | 14 | 108* | 10 | 3.2 |
